IDH1 mut inh = blocks human IDH1 R132H reductase activity; O75874; diaphorase/resazurin fluorescence, 60 min; inhibition, % at 10 µM; hit rate 0.18% among 70,000; in the data active = inhibition above about 34%;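 note: 0% = DMSO and 100% = no enzyme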
Target sequence (O75874 whole entry R132H): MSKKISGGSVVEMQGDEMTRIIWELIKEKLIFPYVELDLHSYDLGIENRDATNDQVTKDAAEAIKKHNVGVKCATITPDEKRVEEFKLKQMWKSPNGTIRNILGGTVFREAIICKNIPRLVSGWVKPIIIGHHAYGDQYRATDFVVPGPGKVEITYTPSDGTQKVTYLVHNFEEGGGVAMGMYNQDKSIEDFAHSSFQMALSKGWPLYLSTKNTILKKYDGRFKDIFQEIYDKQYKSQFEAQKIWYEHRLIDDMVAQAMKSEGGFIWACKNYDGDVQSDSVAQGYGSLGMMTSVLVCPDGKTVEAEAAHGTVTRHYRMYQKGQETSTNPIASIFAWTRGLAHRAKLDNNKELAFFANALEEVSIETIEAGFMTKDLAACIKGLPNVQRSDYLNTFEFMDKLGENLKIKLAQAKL
PRC2 inh = EZH2 (human) methyltransferase inhibition | Q15910 | PRC2 H3K27 methylation, DELFIA TRF, 1 h | inhibition, % at 12.5 µM | hit rate 0.35% among 57,000 | AID 651548;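 active = mean inhibition of replicates at least 50% and every single replicate also reaching 50%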;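 note: dimethyl H3K27 on biotinylated H3 21-44 peptide detected by antibody; plate controls were median neutral control wells for no effect and median positive control wells for full effect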
* marks the source's active call; other numbers are inactive results; . = no result given. A portion of the library; the hit share may differ from the screen's.

SMILES | IDH1 mut inh | PRC2 inh
C[C@@H]1CN([C@@H](C)CO)S(=O)(=O)c2ccc(C3=CCCCC3)cc2O[C@@H]1CN(C)C(=O)c1ccc(F)cc1 | -2.7 | .
C[C@H]1CN([C@@H](C)CO)C(=O)Cc2cc(NS(=O)(=O)c3cccs3)ccc2O[C@@H]1CN(C)S(=O)(=O)c1ccc(Cl)cc1 | -0.1 | .
O=C(C[C@@H]1C[C@H]2c3cc(NC(=O)C4CCC4)ccc3O[C@H]2[C@@H](CO)O1)NCc1ccccn1 | 0.2 | 0
COc1ccc(S(=O)(=O)Nc2ccc3c(c2)CC(=O)N([C@H](C)CO)C[C@@H](C)[C@@H](CN(C)C(=O)Nc2c(C)noc2C)O3)cc1 | -0.1 | .
C=CCOC(=O)[C@H]1[C@@H]2C(=O)O[C@@H](c3ccccc3)[C@@H](c3ccccc3)N2[C@@H](c2ccc(OCCOC(=O)[C@@H]3C[C@@H]4C(=O)N[C@@H](CC(C)C)C(=O)N4[C@@H]3c3ccc(O)cc3)cc2)[C@]12C(=O)Nc1ccc(I)cc12 | 0.3 | -14
C[C@@H]1CCCCO[C@H](CN(C)C(=O)CCCN(C)C)[C@@H](C)CN([C@H](C)CO)C(=O)c2cc(NC(=O)Nc3ccc(F)cc3)ccc2O1 | 6.3 | .
O=C(C[C@@H]1C[C@H]2c3cc(NC(=O)Nc4ccccc4)ccc3O[C@H]2[C@@H](CO)O1)NCc1cccnc1 | 0.2 | -7
CCCC(=O)Nc1ccc2c(c1)OC[C@@H](C)N(C(=O)CN(C)C)C[C@@H](C)[C@H](OC)CN(C)C2=O | 0.1 | -5
C[C@@H]1CN([C@H](C)CO)C(=O)CCCn2nncc2CO[C@H]1CN(C)C(=O)Nc1ccccc1F | -0.3 | .
CC(C)N(Cc1nc(-c2ccc(Cl)cc2)no1)S(=O)(=O)c1cccc([N+](=O)[O-])c1 | 0.2 | 9
COc1ccc(CNC(=O)C[C@H]2C[C@H]3c4cc(NC(=O)CN(C)C)ccc4O[C@H]3[C@H](CO)O2)cc1 | -0.1 | 13
C[C@H](CO)N1C[C@H](C)[C@H](CN(C)Cc2ccc3c(c2)OCO3)OCc2cn(nn2)CCCC1=O | 0.8 | 0
CO[C@@H]1CN(C)C(=O)c2ccc(NS(=O)(=O)c3ccc(Cl)cc3)cc2OC[C@H](C)N(C(=O)NC(C)C)C[C@@H]1C | 0.2 | 6
O=C(NCC[C@@H]1CC[C@H](NC(=O)C2CCCC2)[C@@H](CO)O1)Nc1ccc(Cl)cc1 | 0.1 | 1
C[C@@H](O)C#Cc1cnc2c(c1)C(=O)N([C@@H](C)CO)C[C@H](C)[C@H](CN(C)Cc1ccc(-c3ccccc3)cc1)O2 | -1.4 | 1
CO[C@H]1CN(C)C(=O)c2ccc(NS(=O)(=O)c3ccc(C)cc3)cc2OC[C@H](C)NC[C@H]1C | 0.3 | -10
C[C@H](CO)N1C[C@H](C)[C@H](CN(C)C(=O)NC2CCCCC2)Oc2ccc(NC(=O)CCN3CCOCC3)cc2C1=O | 4.3 | .
COc1ccc(NC(=O)N(C)C[C@H]2Oc3ccc(NC(=O)Nc4ccccc4)cc3CC(=O)N([C@@H](C)CO)C[C@@H]2C)cc1 | -2.1 | .
CCCc1cc(=O)oc2cc(OCc3cc(C(=O)O)oc3C)ccc12 | 2.7 | -8
CO[C@H]1CN(C)C(=O)c2cc(NS(C)(=O)=O)ccc2OC[C@H](C)N(CC2CC2)C[C@@H]1C | -0.1 | -2
C[C@@H]1CN([C@@H](C)CO)S(=O)(=O)c2ccc(C#CCN(C)C)cc2O[C@H]1CN(C)CC1CCCC1 | -1.8 | -21
CN1CCN(C(=O)C[C@@H]2CC[C@@H](NC(=O)Nc3ccccc3F)[C@H](CO)O2)CC1 | 0.3 | 1
C[C@@H]1CN([C@H](C)CO)C(=O)c2cc(NC(=O)c3ccccc3)ccc2O[C@@H](C)CCCCO[C@H]1CN(C)C(=O)Nc1ccc(C(F)(F)F)cc1 | 3.6 | .
Cc1ccccc1-c1cnc2c(c1)C(=O)N([C@@H](C)CO)C[C@@H](C)[C@H](CN(C)C(=O)c1ccccc1)O2 | 1.7 | .
Cc1ccc(NC(=O)CSc2nnc(-c3cccs3)n2C)cc1Cl | 0.8 | 9

(continued)
SMILES | IDH1 mut inh | PRC2 inh
C[C@@H]1CN([C@H](C)CO)C(=O)c2cc(C#CCN(C)C)cnc2O[C@H]1CN(C)Cc1ccccc1F | 0.1 | .
CO[C@H]1CN(C)C(=O)c2ccc(NC(C)=O)cc2OC[C@@H](C)N(C(=O)C2CCCCC2)C[C@H]1C | -0.1 | 5
Cc1ccc(S(=O)(=O)N(C)C[C@H]2Oc3ccc(NC(=O)NC(C)C)cc3CC(=O)N([C@H](C)CO)C[C@@H]2C)cc1 | 0.2 | 3
COc1ccc(NC(=O)Cn2cc(C(=O)C(C)C)c3ccccc32)cc1 | -0.3 | .
COc1ccccc1S(=O)(=O)N[C@@H]1CC[C@H](CCNC(=O)C2CCOCC2)O[C@@H]1CO | 0.1 | -7
C[C@@H]1CN([C@@H](C)CO)C(=O)Cc2cc(NC(=O)Nc3ccccc3)ccc2O[C@@H]1CN(C)Cc1ccc(C(F)(F)F)cc1 | 1.7 | .
CCCNC(=O)C[C@@H]1C[C@H]2c3cc(NC(=O)Cc4ccncc4)ccc3O[C@H]2[C@H](CO)O1 | 2.3 | -4
COc1ccccc1NC(=O)c1c(C)nc(Nc2nc3ccccc3o2)nc1C | 0.1 | 13
O=C(N[C@@H]1CC[C@H](CCNC(=O)C2CCCC2)O[C@H]1CO)c1ccccn1 | 0.0 | 16
C[C@H](CO)N1C[C@H](C)[C@@H](CN(C)C(=O)CCCN(C)C)OCCCC[C@H](C)Oc2ccc(NC(=O)CCC(F)(F)F)cc2C1=O | 0.4 | .
C[C@H](CO)N1C[C@H](C)[C@H](CN(C)C(=O)c2ccncc2)OCCCC[C@H](C)Oc2ccc(NC(=O)C3CCCCC3)cc2C1=O | 0.8 | -16
C[C@@H]1CN([C@@H](C)CO)C(=O)c2cccc(NS(C)(=O)=O)c2O[C@@H]1CN(C)CC1CCCCC1 | . | 1
CC(C)NC(=O)N[C@H]1CC[C@H](CCNC(=O)C2CCC2)O[C@@H]1CO | 0.1 | -1
C[C@@H]1CN([C@@H](C)CO)C(=O)c2cc(-c3ccc(F)cc3)cnc2O[C@H]1CN(C)Cc1ccc(F)cc1 | -0.2 | -1
COCC#Cc1ccc2c(c1)O[C@H](CN(C)C(=O)CN(C)C)[C@H](C)CN([C@@H](C)CO)S2(=O)=O | -0.2 | -6
C[C@H]1CN([C@@H](C)CO)C(=O)Cc2cc(NC(=O)c3ccncc3)ccc2O[C@H]1CN(C)Cc1ccc(C(=O)O)cc1 | 5.0 | .
C[C@H]1CN([C@@H](C)CO)C(=O)c2cccc(NC(=O)CCCCCC(=O)Nc3ccccc3N)c2O[C@@H]1CN(C)C(=O)NC1CCCCC1 | 0.0 | -3
C[C@@H]1CN([C@@H](C)CO)C(=O)Cc2cc(NC(=O)CCC(F)(F)F)ccc2O[C@@H]1CN(C)S(=O)(=O)c1ccc(F)cc1 | . | -7
C[C@H](CO)N1C[C@H](C)[C@H](CN(C)C(=O)c2ccccc2F)Oc2ncc(C#C[C@@H](C)O)cc2C1=O | . | 11
Cc1ccc(C)c(OCC(=O)Nc2cccc(C(=O)O)c2C)c1 | -0.1 | -23
C[C@H](CO)N1C[C@H](C)[C@H](CN(C)C(=O)c2ccncc2)OCCCC[C@H](C)Oc2ccc(NC(=O)CCC(F)(F)F)cc2C1=O | 2.1 | .
O=C(N[C@@H]1CC[C@@H](CCn2cc(-c3cccnc3)nn2)O[C@@H]1CO)c1ccccc1F | -0.1 | -11
O=C(C[C@@H]1C[C@H]2c3cc(NC(=O)C4CCOCC4)ccc3O[C@H]2[C@H](CO)O1)NCc1ccc(Cl)cc1 | 0.1 | -6
Cc1ccc(S(=O)(=O)N[C@H]2CC[C@@H](CCNC(=O)c3ccccc3F)O[C@@H]2CO)cc1 | 0.2 | -6
Cc1noc(C)c1NC(=O)N(C)C[C@H]1OCCCC[C@@H](C)Oc2ccc(NS(=O)(=O)c3cccs3)cc2C(=O)N([C@H](C)CO)C[C@@H]1C | 1.8 | .

Structures listed so far containing a CF3 group (five):
SMILES | IDH1 mut inh | PRC2 inh
C[C@@H]1CN([C@H](C)CO)C(=O)c2cc(NC(=O)c3ccccc3)ccc2O[C@@H](C)CCCCO[C@H]1CN(C)C(=O)Nc1ccc(C(F)(F)F)cc1 | 3.6 | .
C[C@@H]1CN([C@@H](C)CO)C(=O)Cc2cc(NC(=O)Nc3ccccc3)ccc2O[C@@H]1CN(C)Cc1ccc(C(F)(F)F)cc1 | 1.7 | .
C[C@H](CO)N1C[C@H](C)[C@@H](CN(C)C(=O)CCCN(C)C)OCCCC[C@H](C)Oc2ccc(NC(=O)CCC(F)(F)F)cc2C1=O | 0.4 | .
C[C@@H]1CN([C@@H](C)CO)C(=O)Cc2cc(NC(=O)CCC(F)(F)F)ccc2O[C@@H]1CN(C)S(=O)(=O)c1ccc(F)cc1 | . | -7
C[C@H](CO)N1C[C@H](C)[C@H](CN(C)C(=O)c2ccncc2)OCCCC[C@H](C)Oc2ccc(NC(=O)CCC(F)(F)F)cc2C1=O | 2.1 | .

Carrying on.
SMILES | IDH1 mut inh | PRC2 inh
CO[C@@H](CN(C)Cc1cc(F)ccc1F)[C@H](C)CN(C(=O)Nc1ccc(F)cc1)[C@@H](C)CO | -0.7 | -10
O=C1C(Oc2ccccc2)C(c2ccc3c(c2)OCO3)N1C1CCCC1 (stereo not drawn) | -1.2 | 0
CC(=O)N[C@@H]1CC[C@H](CCNC(=O)C2CCC2)O[C@@H]1CO | -0.2 | 4
C[C@H](CO)N1C[C@H](C)[C@@H](CN(C)C(=O)Nc2ccc(C(F)(F)F)cc2)Oc2ccc(NC(=O)Cc3cn(C)c4ccccc34)cc2C1=O | -0.2 | .
C[C@@H]1CN([C@@H](C)CO)C(=O)Cc2cc(NS(=O)(=O)c3cn(C)cn3)ccc2O[C@H]1CN(C)C(=O)Nc1ccc(C(F)(F)F)cc1 | 1.6 | .
CCOC(=O)c1c(NC(=O)CN2CCOCC2)sc(C(C)=O)c1C | -0.3 | -5
Cc1cc(C)cc(NC(=O)CN(c2cc([N+](=O)[O-])ccc2C)S(C)(=O)=O)c1 | 0.3 | -9
CC(C)NC(=O)N(C)C[C@H]1OCCCC[C@H](C)Oc2ccc(NS(=O)(=O)c3ccc(F)cc3)cc2C(=O)N([C@H](C)CO)C[C@H]1C | 1.7 | .
COc1ccc(S(=O)(=O)Nc2ccc3c(c2)C(=O)N(C)C[C@H](OC)[C@@H](C)CN[C@@H](C)CO3)cc1 | 0.6 | 5
CCCC(=O)Nc1ccc2c(c1)OC[C@@H](C)N(C(=O)c1ccccn1)C[C@@H](C)[C@@H](OC)CN(C)C2=O | -0.6 | 21
COc1ccc(C#Cc2ccc3c(c2)O[C@H](CN(C)S(=O)(=O)c2ccccc2F)[C@@H](C)CN([C@H](C)CO)S3(=O)=O)cc1 | -0.1 | -22
COc1cccc(S(=O)(=O)N[C@H]2C=C[C@@H](CC(=O)NCc3ccc(Cl)cc3)O[C@H]2CO)c1 | 0.0 | -6
COc1ccc(S(=O)(=O)N(C)C[C@@H]2Oc3cc(C4=CCCC4)ccc3S(=O)(=O)N([C@@H](C)CO)C[C@H]2C)cc1 | 0.1 | 1
C[C@@H]1CN([C@@H](C)CO)S(=O)(=O)c2ccc(C3=CCCCC3)cc2O[C@@H]1CN(C)C(=O)C1CCOCC1 | -4.0 | 6
CO[C@@H]1CN(C)C(=O)c2ccc(NC(=O)c3cccc(F)c3)cc2OC[C@@H](C)N(CC2CC2)C[C@@H]1C | 0.2 | -9
Cc1ccnc(NC(c2cc(C)ccc2C)c2ccc3ccc(C)nc3c2O)c1 (stereo not drawn) | 0.2 | -3
CC(C)c1cn(CC[C@H]2CC[C@H](NC(=O)c3cccc(F)c3)[C@H](CO)O2)nn1 | -0.5 | 16
C[C@@H]1CCCCO[C@H](CN(C)C(=O)c2ccccc2)[C@@H](C)CN([C@H](C)CO)C(=O)c2cc(NS(=O)(=O)c3cn(C)cn3)ccc2O1 | 4.0 | .
Cn1cnc(S(=O)(=O)N[C@H]2CC[C@H](CC(=O)Nc3ccccc3)O[C@@H]2CO)c1 | 0.1 | -2
O=C(C[C@@H]1C=C[C@H](NC(=O)C2CC2)[C@H](CO)O1)Nc1nccs1 | -0.2 | -1
CN(C)CC(=O)N[C@@H]1CC[C@@H](CCn2cc(CN(C)C)nn2)O[C@H]1CO | 0.2 | 1
CCC(=O)N(C)C[C@H]1Oc2ncc(/C=C/c3ccccc3)cc2C(=O)N([C@H](C)CO)C[C@H]1C | -3.6 | 7
C[C@@H]1CCCCO[C@H](CN(C)Cc2ccncc2)[C@H](C)CN([C@H](C)CO)C(=O)c2cc(NC(=O)CCCN(C)C)ccc2O1 | 10 | 19
COc1ccc(S(=O)(=O)Nc2ccc3c(c2)C(=O)N([C@H](C)CO)C[C@@H](C)[C@@H](CN(C)C(=O)NC2CCCCC2)OCCCC[C@H](C)O3)cc1 | -0.4 | .
C[C@H]1CN([C@@H](C)CO)C(=O)c2cc(NC(=O)Cc3ccccc3)ccc2O[C@H]1CN(C)Cc1ccc2c(c1)OCO2 | . | 0
CCCNC(=O)Nc1ccc2c(c1)OC[C@@H](C)N(Cc1ccccc1)C[C@@H](C)[C@@H](OC)CN(C)C2=O | -0.1 | -8
O=C(C[C@@H]1C=C[C@@H](NC(=O)c2cccc(F)c2)[C@H](CO)O1)NCCN1CCCC1 | -0.1 | 12

A second format for part of the listing above.
Structure	IDH1 mut inh	PRC2 inh
Cn1cnc(S(=O)(=O)N[C@H]2CC[C@H](CC(=O)Nc3ccccc3)O[C@@H]2CO)c1	0.1	-2
COc1ccc(S(=O)(=O)Nc2ccc3c(c2)C(=O)N([C@H](C)CO)C[C@@H](C)[C@@H](CN(C)C(=O)NC2CCCCC2)OCCCC[C@H](C)O3)cc1	-0.4	.
Cc1ccnc(NC(c2cc(C)ccc2C)c2ccc3ccc(C)nc3c2O)c1 (stereo not drawn)	0.2	-3

Assay outcomes (PubChem)
